TLR9-MyD88 block = TLR9-MyD88 interaction inhibition. Q9NR96+Q99836. CHO BLA complementation TLR9-MyD88, CCF4 FRET ratio. inhibition, % at 4.98 µM. 340,000 tested, 0.21% active. AID 504734;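 active = inhibition above the mean over all tested compounds plus 3 SD, cut at about 21% in these data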;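 also: 0% = DMSO only wells and 100% = clavulanate BLA inhibitor control wells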
NR5A2 inv ag = suppresses constitutive activity of human LRH-1. O00482. HEK293T StAR-luciferase reporter, LRH-1 transfected, 24 h. inhibition, % at 3.6 µM. 360,000 tested, 0.13% active. AID 602396;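 active = inhibition above the mean inhibition of all tested compounds plus 3 SD, cut at about 73% in these data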;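 also: 0% = DMSO wells and 100% = reporter-only cells lacking LRH-1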
SRC2 inh = inhibits human steroid receptor coactivator 2. 370,000 tested, 0.17% active. Q15596. HEK293 GAL4-SRC2 luciferase reporter, luminescence. inhibition, % at 9 µM;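 active = inhibition above the mean inhibition of all tested compounds plus 3 SD, set per campaign, cut at about 52% in these data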;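 also: 0% = DMSO treated cells and 100% = cells given Gossypol at 36 µM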
NR2F2 inh = NR2F2 (human) inhibition, primary screen. P24468. HEK293T NGFI-A luciferase reporter, luminescence. inhibition, % at 8.6 µM. 370,000 tested, 0.7% active. AID 686940;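 active = inhibition above a per-plate cutoff, mean inhibition of test wells between control levels plus 3 SD, cut at about 38% in these data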;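 also: cells cotransfected with COUP-TFII expression vector driving the NGFI-A reporter; 0% = median of COUP-TF2 test wells and 100% = reporter-only cells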
TRAIL sens C8 = caspase-8 TRAIL sensitization; 360,000 tested, 1% active; NB7+C8 cells + TRAIL, ATPlite viability luminescence; inhibition (viability loss, TRAIL sensitization), % at 10 µM; AID 624354;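 active = compounds causing at least 50% loss of cell viability in the single-dose screen, relative to plate controls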
TWEAK Fn14 block = TWEAK-Fn14 signaling inhibition; 360,000 tested, 2% active; inhibition, % at 10 µM; TWEAK-stimulated Fn14 reporter cells, luciferase luminescence, 8 h; in the data active = inhibition above about 50%
NOD2 RIPK2 PPI = blocks binding of human NOD2 to RIPK2; O43353; CHO BLA complementation NOD2-RIPK2, CCF4 ratio; inhibition, % at 4.98 µM; 360,000 tested, 0.38% active; in the data active = inhibition above about 21%;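 also: 0% = vehicle only and 100% = reference blocker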
NCOA1 inh = human NCOA1 inhibition; 360,000 tested, 0.12% active; inhibition, % at 3.6 µM; Q15788; HEK293 GAL4-SRC1 luciferase reporter, luminescence; AID 588354;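 active = inhibition above the campaign mean plus 3 SD, with each screening campaign given its own cutoff, cut at about 60% in these data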;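 also: 0% = DMSO treated cells and 100% = gossypol at 36 µM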
LMP1 NFkB inh = Epstein-Barr LMP1 NF-kappaB reporter inhibition. 350,000 tested, 0.69% active. LMP1-induced NF-kappaB luciferase reporter cells, luminescence. inhibition, % at 12.5 µM. AID 504558; in the data active = inhibition above about 41%;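 also: 0% = neutral control wells and 100% = reference inhibitor control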
SRC3 inh = inhibits human SRC3 coactivator. inhibition, % at 3.6 µM. HEK293 GAL4-SRC3 luciferase reporter, luminescence. 360,000 tested, 0.17% active;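 active = inhibition above a per-campaign cutoff, the mean of all compounds plus 3 SD, cut at about 60% in these data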;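 also: 0% = DMSO-treated cells and 100% = gossypol-treated cells at 36 µM; higher means less SRC3-driven luciferase light from the GAL4 reporter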
TROY signal inh = TROY signaling inhibition | AID 1347056 | inhibition, % at 10 µM | Q293 LMP1-TROYcd NF-kB luciferase reporter, 4 h | 360,000 tested, 0.98% active;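 active = compounds whose plate-normalised and pattern-corrected inhibition of the luciferase reporter signal at the single screening dose is 50% or more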
Starred values were filed as active, the others as inactive; . = no result given. Some of the compounds tested. The share of hits here may be higher or lower than overall.

Results follow in this order: TLR9-MyD88 block, NR5A2 inv ag, SRC2 inh, NR2F2 inh, TRAIL sens C8, TWEAK Fn14 block, NOD2 RIPK2 PPI, NCOA1 inh, LMP1 NFkB inh, SRC3 inh, TROY signal inh
1	CCN1C(=O)C(CC(=O)Nc2ccc(OC)cc2)N(Cc2ccco2)C1=S (centres undefined)
  -3, 9, 1, 10, -4, -6, 1, 3, -3, 14, 14
2	CCOC(=O)c1c(C)[nH]c(C)c1S(=O)(=O)NCc1cc(C)ccc1C
  8, 5, 14, 23, -4, -8, -11, 12, -6, 16, 3
3	Cc1cc(C)n(CC(=O)c2cccc(N)c2)n1
  1, -3, 0, -8, 3, 17, -7, -14, 5, 17, -19
4	CN(c1ccccc1)S(=O)(=O)c1cccc(C(=O)NNC(=O)c2ccncc2)c1
  2, -2, -12, -1, -12, -6, 2, 3, 7, -15, -6
5	COc1ccc(NC(=O)CCCn2nc(C)c3c(C)n(-c4ccccc4)nc3c2=O)cc1
  0, 5, -13, -19, -4, 8, -2, -15, -4, 3, 7
6	CCOC(=O)c1c(NC(=O)c2ccc(C)cc2)sc2c1CC(C)(C)OC2
  1, 12, -6, 7, 7, 5, -3, -9, 4, 2, 15
7	Cn1cc(/C(Cc2ccccc2)=N\O)c2ccccc21
  4, 5, -33, 18, 2, 16, 5, -5, 7, -3, 3
8	O=C(c1ccc(F)cc1)c1c[nH]c(C(=O)NCc2ccco2)c1
  6, -21, 2, 10, 12, -17, -2, 2, 13, 22, -14
9	CN(CC(=O)Nc1ccc(Cl)cc1)C(=O)CCc1c[nH]c2ccccc12
  -2, 19, -20, 15, 24, 15, 1, 5, -4, -1, 8
10	CN1CCCC1(C)C(=O)NCc1ccc(F)cc1Cl (centres undefined)
  ., -3, -2, 2, 0, -6, 0, 6, ., -4, 1
11	COc1ccc(S(=O)(=O)N2CCCCCC2)cc1NC(=O)c1ccccc1S(C)(=O)=O
  4, -2, -13, 23, 1, -5, -8, -17, -2, 10, -3
12	O=C(Cn1cncn1)N/N=C/c1ccccc1O
  5, -14, -11, -21, 0, -17, -5, -8, 1, 5, 6
13	O=C(CCC(=O)Nc1nnc(C2CCCCC2)s1)NCc1cccs1
  -6, -1, 16, -2, -5, -2, -4, -2, -1, -5, -6
14	O=C1CN(C(=O)/C=C/c2ccco2)c2ccccc2N1
  -1, -10, -16, -13, 1, 11, -5, -29, -1, 8, 1
15	O=C1N/C(=N\c2ccccn2)SC1Cc1ccccc1Cl (centres undefined)
  0, 6, 6, -14, 10, 8, -1, -15, -5, 4, 25
16	O=C(NCCc1ccc(Cl)cc1)C(=O)Nc1cc2c3c(c1)CC(=O)N3CCC2
  -1, 2, 12, 3, 4, -25, 4, -7, 14, 9, 31
17	Cc1ccc(CS(=O)(=O)CCC(=O)NCCN2CCCC2)cc1
  1, -1, -1, 12, 8, -3, -2, 1, -6, 1, -8
18	COC(=O)c1sc(NC(=O)c2ccoc2C)nc1C
  -4, -23, -29, -25, -1, -14, -3, -28, -20, -17, -30
19	CC(=O)N1N=C(c2ccc([N+](=O)[O-])cc2)CC1c1ccccc1Cl (centres undefined)
  4, 15, -41, 13, 2, -18, 10, -7, 9, -13, -27
20	N#Cc1cc2cc3c(cc2nc1NCCNC(=S)NCCCN1CCOCC1)OCO3
  -11, -17, -30, -10, -2, -22, -13, -78, -3, 11, -24

Results follow in this order: TLR9-MyD88 block, NR5A2 inv ag, SRC2 inh, NR2F2 inh, TRAIL sens C8, TWEAK Fn14 block, NOD2 RIPK2 PPI, NCOA1 inh, LMP1 NFkB inh, SRC3 inh, TROY signal inh
21	Cn1ncc2c(c(SCc3ccc(Cl)cc3Cl)nn2C)c1=O
  -10, 1, -12, -7, 2, 4, 3, 1, -6, 26, 4
22	O=C(OCC(=O)N1CCCC1)c1cc([N+](=O)[O-])ccc1Cl
  -1, -18, -7, -18, 10, -17, -2, -6, -1, 9, -3
23	CC(C)(C)c1ccc(C(=O)N2CCNC(=O)C2CC(=O)Nc2ccc(F)cc2)cc1 (centres undefined)
  5, 25, -6, 7, -18, -4, -2, 7, -2, 2, -9
24	CN1CCc2c(sc3nc(SCC(N)=O)n(-c4ccc(Cl)cc4)c(=O)c23)C1
  3, 36, -6, 11, 3, -3, -15, 9, -10, 12, -8
25	O=C(COc1ccc2ccc(=O)oc2c1)N1CCN(c2ccccc2)CC1
  -1, 7, 0, -9, 11, 21, 0, 5, 3, 20, -3
26	COc1cc2sc(-c3ccc(S(C)(=O)=O)cc3)c(C(=O)NCc3ccc(C)o3)c2cc1OC
  -5, 17, -4, -6, 1, 16, -4, -3, 4, 11, -11
27	CCOc1ccc(NS(=O)(=O)c2ccc3[nH]cc(C(=O)NCCOC)c(=O)c3c2)cc1
  2, 3, 1, 2, 15, -8, 2, -4, -10, -9, -21
28	C(=C\c1nnc(-c2cccs2)o1)/c1ccccc1
  0, -168, -14, -50, 17, 6, 1, -105, -7, -82, -56
29	CCOC(=O)NC(Nc1ccc(C)cn1)(C(F)(F)F)C(F)(F)F
  -7, -21, 11, 4, 13, 16, -7, -6, 5, 7, 11
30	COC(CNC(=O)C1CC(=O)N(CCc2ccccc2)C1)OC (centres undefined)
  11, 0, -14, -6, -1, 1, -4, -7, 1, 22, 2
31	COC(=O)c1ccc(NC(=O)CCN2CCOCC2)cc1
  2, -8, -3, 20, -7, 14, -1, 0, 15, -2, -1
32	Cc1c(Cl)cccc1NC(=O)CCC(=O)N/N=C/c1ccc[nH]1
  -1, 13, -32, -8, 13, -12, -3, 1, 13, 50, 1
33	C=CCN(Cc1nc(-c2ccc(OC)cc2)no1)C(=O)c1ccc2c(c1)OCO2
  9, 6, -9, -12, -12, 16, 3, -7, -3, 15, 2
34	CC(C)Cc1nc(N2CCOCC2)c(C#N)c2c1COC(C)(C)C2
  0, 3, -28, 9, 1, 10, -3, -18, 0, -4, -13
35	O=C(COC(=O)C1=Cc2ccccc2OC1)NCc1ccco1
  -7, -8, 11, 6, 3, 20, -8, -5, 6, 5, -3
36	CCN1CCCC1CNC(=O)Cn1cc(C)c(=O)[nH]c1=O (centres undefined)
  0, 4, -19, -23, -10, 3, -23, 11, -7, 1, -3
37	CC(C)Cn1c(SC(C)C(=O)Nc2ccc(N3CCOCC3)cc2)nc2ccccc21 (centres undefined)
  -8, 3, -8, 16, -3, -13, 1, -27, 2, -3, 3
38	COc1cc(Cl)c(CN2CCCC(CO)(Cc3cccc(Cl)c3)C2)cc1OC (centres undefined)
  5, 7, 8, -26, 11, 27, -5, 4, -3, 2, 6
39	O=C(CCC(=O)Nc1ccccc1Cl)NNC(=O)c1ccco1
  5, -9, -16, -4, 11, 5, -5, 11, 1, 4, 13
40	CC(C)[C@H](NC(=O)c1ccccc1)C(=O)O
  4, 13, 33, 18, -22, -17, 2, -74, -1, 3, 1

Fetched by compound from above, 2 records:
Results follow in this order: TLR9-MyD88 block, NR5A2 inv ag, SRC2 inh, NR2F2 inh, TRAIL sens C8, TWEAK Fn14 block, NOD2 RIPK2 PPI, NCOA1 inh, LMP1 NFkB inh, SRC3 inh, TROY signal inh
36	CCN1CCCC1CNC(=O)Cn1cc(C)c(=O)[nH]c1=O (centres undefined)
  0, 4, -19, -23, -10, 3, -23, 11, -7, 1, -3
31	COC(=O)c1ccc(NC(=O)CCN2CCOCC2)cc1
  2, -8, -3, 20, -7, 14, -1, 0, 15, -2, -1

Carrying on:
Results follow in this order: TLR9-MyD88 block, NR5A2 inv ag, SRC2 inh, NR2F2 inh, TRAIL sens C8, TWEAK Fn14 block, NOD2 RIPK2 PPI, NCOA1 inh, LMP1 NFkB inh, SRC3 inh, TROY signal inh
41	CC(=O)NC(Cc1c[nH]c2ccccc12)C(=O)NCCc1ccccc1 (centres undefined)
  7, -11, -22, -12, -16, -1, -5, -2, -5, -5, 12
42	COc1ccc(NC(=O)COC(=O)Cn2cnc3ccccc3c2=O)cc1OC
  0, -37, 18, 3, -13, -16, -1, 10, -7, 24, 8
43	CCCCNC(=O)c1nc(-c2cc3ccccc3[nH]2)oc1-c1ccccc1
  ., 36, 1, 0, 8, ., 9, ., ., ., .
44	Cc1cc(C)c(C#N)c(SCC2COc3ccccc3O2)n1 (centres undefined)
  -6, -29, 4, 3, 3, -19, -3, -3, 3, -3, -4
45	O=S(=O)(Nc1ncnc2sc3c(c12)CCC3)c1ccc(Cl)s1
  3, 16, -16, 19, -1, -14, -6, -3, -11, 9, -6
46	Cc1ccc(C(O)c2ncc(-c3ccccc3Cl)[nH]2)cc1F (centres undefined)
  ., 12, -35, -2, -1, 19, 2, -17, ., -5, -20
47	Cc1noc(/C=C/c2ccco2)c1S(=O)(=O)N1CCC(C(=O)N2CCc3ccccc3C2)CC1
  -5, 15, ., ., -2, -3, 1, -10, -3, -12, -1
48	Cc1ccc2oc(=O)c3cc(C(=O)NCCCN4CCCC(C)C4)sc3c2c1 (centres undefined)
  -4, 4, -17, -8, 17, -39, -8, -10, 3, 6, -2
49	O=[N+]([O-])c1cc(S(=O)(=O)N2CCOCC2)ccc1N1CCNCC1
  5, -10, -35, 0, 1, 10, 3, -3, -8, -3, -8
50	CCOC(=O)C(=O)Nc1ccccc1C(=O)OCC
  16, 11, -22, 1, 8, 16, 1, -2, -3, 10, -5
51	COc1cccc(NC(=O)CN2C(=O)COc3ccc(S(=O)(=O)N4CCC(C)CC4)cc32)c1
  3, 6, 16, 6, -18, -15, 1, -5, 4, -9, -3
52	Cc1cc2c(c(=O)o1)C(c1ccc([N+](=O)[O-])o1)C(C#N)=C(N)O2 (centres undefined)
  ., 2, 2, 13, -1, -22, -4, -34, 7, -32, 15
53	Cc1ccc(NS(=O)(=O)c2cccc(C(=O)O)c2)c(C)c1
  -6, 1, 17, 3, 0, 0, 5, 2, 0, 12, 1
54	Cc1ccc(NC(=O)c2sc3nc4c(c(-c5ccco5)c3c2N)CCC4)cc1
  18, -3, 17, -3, 4, 7, 10, 2, 6, 5, -27
55	CC[C@]1(C(=O)OC)[C@H]2C(=O)N(C)C(=O)[C@H]2[C@H]2CN=C(SC)N21
  -3, 1, -14, 5, -14, 6, -12, 9, -9, -6, 0
56	CNC(=O)CC1C(=O)N(c2ccc(OC)cc2)C(=S)N1NC(=O)c1cccc(F)c1 (centres undefined)
  ., 0, -3, -9, -13, -7, -1, -4, ., 23, 84*
57	COc1ccc(NC(=O)COCC(=O)Nc2ccc(C)cc2)cc1
  9, 13, 0, -2, -1, 2, -10, 11, 6, 15, -12

Screens (PubChem BioAssay)
